High-throughput results: PubChem, The Scripps Research Institute Molecular Screening Center
CHO-K1 Ca antag: counter-screen for M1 antagonists: effect in parental CHO-K1 cells; ATP-induced calcium, Fluo-8 fluorescence; inhibition, % at 3 µM; AID 602250; 0.6% of 360,000 active;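 active = inhibition above a per-plate cutoff, the plate's mean sample inhibition plus 3 SD, cut at about 24% in these data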;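 note: 0% = DMSO plus EC80 ATP and 100% = DMSO alone without ATP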
TAAR1 antagonist: antagonists of human TAAR1; Q96RJ0; AID 624466; 1.5% of 360,000 active; inhibition, % at 3 µM; CHO RD-HGA16 TAAR1, Fluo-8 calcium fluorescence, antagonist;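 active = inhibition above a per-plate cutoff, the mean inhibition of test compounds on that plate plus 3 SD, cut at about 49% in these data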;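 note: 0% = DMSO plus EC80 beta-PEA response and 100% = DMSO alone without agonist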
Target sequence (Q96RJ0 whole entry, looked up): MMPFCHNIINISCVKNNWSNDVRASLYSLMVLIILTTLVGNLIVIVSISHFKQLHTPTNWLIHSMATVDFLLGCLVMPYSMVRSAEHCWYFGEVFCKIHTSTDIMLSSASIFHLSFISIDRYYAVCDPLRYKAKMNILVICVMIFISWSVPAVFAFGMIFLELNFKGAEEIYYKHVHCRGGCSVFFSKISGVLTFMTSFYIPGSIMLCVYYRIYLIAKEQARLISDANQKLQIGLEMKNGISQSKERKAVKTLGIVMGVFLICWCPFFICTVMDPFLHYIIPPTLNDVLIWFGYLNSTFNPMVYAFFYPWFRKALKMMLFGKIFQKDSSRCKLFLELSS
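System: RD-HGA16 CHO cells with stable hTAAR1 and Gα16 | Probe or stimulus: EC80 β-phenethylamine stimulus | Dosing: 3 µM, single point | Times: Dye loading 75 min at 37 °C, then 30 min room temperature | Measured by: Fluo-8 calcium-sensitive fluorescence | Read-out basis: % inhibition of agonist calcium response | Replicates: n of 1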
V1aR counter: activates human V1a receptor in oxytocin agonist counter-screen; CHO-V1R cells, Fluo-8 calcium fluorescence, agonist mode; 0% DMSO, 100% 3 nM vasopressin; activation, % at 3 µM; 0.25% of 320,000 active; AID 2797;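 active = activation above the mean activation of all tested compounds plus 3 SD, per screening run, cut at about 20% in these data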;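 note: signal is peak over basal fluorescence ratio across a 100 second FLIPR read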
CHO parental Ca: signal in parental CHO cells, OX1R antagonist counter-screen. parental CHO-K1, ATP-induced calcium, Fluo-8 fluorescence. inhibition, % at 5.6 µM. 0.63% of 330,000 active;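 active = inhibition above that plate's mean sample inhibition plus 3 SD, cut at about 26% in these data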;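 note: 0% = ATP-challenged DMSO wells and 100% = DMSO wells without ATP; some compounds past the cut are filed as inactive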
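material = parental CHO cells | also added = ATP as calcium-mobilizing challenge | dosing = single point at 5.6 µM | detection = intracellular calcium via Fluo-8 no-wash fluorescent dye | read-out = % inhibition | benchmarks = low control ATP plus DMSO, high control DMSO only | repeats = one well per compound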
M1 ag parental: M1 agonist counterscreen hit in parental CHO-K1 cells; Fluo-8 calcium fluorescence; scaled to maximal ATP response, vehicle zero; activation, % at 3 µM; 0.48% of 360,000 active; AID 602248; in the data active = activation above about 15%;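 note: untransfected CHO-K1 host cells lacking M1 receptor as counterscreen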
GPR7 antag: antagonists of human GPR7 (neuropeptides B/W receptor 1). GPR7-expressing cells, fluorescence antagonist assay. inhibition, % at 4.4 µM. 1.1% of 290,000 active. AID 1861; in the data active = inhibition above about 16%, passing the limit was not always enough;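 note: cells stimulated with the agonist NPW; 0% = agonist with vehicle and 100% = vehicle without agonist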
Target sequence (P48145 whole entry, looked up): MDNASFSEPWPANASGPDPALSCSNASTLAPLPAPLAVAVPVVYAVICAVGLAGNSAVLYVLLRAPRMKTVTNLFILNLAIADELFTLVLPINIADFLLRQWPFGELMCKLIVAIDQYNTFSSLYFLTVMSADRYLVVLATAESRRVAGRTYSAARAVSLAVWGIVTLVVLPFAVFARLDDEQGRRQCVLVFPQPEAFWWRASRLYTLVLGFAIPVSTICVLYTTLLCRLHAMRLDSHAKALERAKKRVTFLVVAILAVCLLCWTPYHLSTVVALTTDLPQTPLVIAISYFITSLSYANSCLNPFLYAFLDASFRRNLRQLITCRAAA
CHO-K1 Ca PAM: counter-screen for M1 PAMs: effect in parental CHO-K1 cells. ATP EC20, Fluo-8 calcium fluorescence; 0% at ATP EC20, 100% at ATP max. 0.02% of 360,000 active. activation, % at 3 µM;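 active = activation above the run cutoff, the mean activation of all test compounds plus 3 SD, cut at about 40% in these data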;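 note: peak over basal fluorescence ratio in a 140 s read after ATP addition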
OXTR potentiator: potentiators of human oxytocin receptor. P30559. CHO-OTR cells, Fluo-8 calcium fluorescence, potentiator mode; 0% = oxytocin EC15, 100% = EC100. activation, % at 3 µM. 0.061% of 320,000 active. AID 2445;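 active = activation above that plate's cutoff, the mean activation of tested compounds plus 3 SD, cut at about 6.6% in these data, passing the limit was not always enough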;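 note: 100% uses oxytocin at 75 nM as the full agonist control; some results filed as inactive read as strong as hits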
Target sequence (P30559 whole entry, looked up): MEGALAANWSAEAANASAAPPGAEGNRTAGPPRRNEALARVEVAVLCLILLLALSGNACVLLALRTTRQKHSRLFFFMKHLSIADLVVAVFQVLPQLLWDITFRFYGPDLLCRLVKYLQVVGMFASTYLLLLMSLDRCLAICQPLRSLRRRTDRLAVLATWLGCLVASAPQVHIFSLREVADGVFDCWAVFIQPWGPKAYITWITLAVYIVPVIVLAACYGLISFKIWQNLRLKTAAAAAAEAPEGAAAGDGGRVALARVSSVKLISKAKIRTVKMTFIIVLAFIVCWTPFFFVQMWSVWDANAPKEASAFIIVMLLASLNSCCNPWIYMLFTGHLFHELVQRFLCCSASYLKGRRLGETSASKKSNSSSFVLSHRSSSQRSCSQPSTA
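Assay system: CHO-OTR cells, human receptor / Also added: oxytocin at about EC15, sub-maximal agonist stimulus / Dosing: single dose, 3.0 µM nominal final compound concentration / Incubation: 6 min pre-incubation, 100 s read / Technique: Fluo-8 calcium dye fluorescence / Read-out: % activation vs EC15 and EC100 oxytocin / Benchmarks: EC15 oxytocin low, 75 nM oxytocin high / Replicates: singlicate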
OXTR ag: agonists of human oxytocin receptor. P30559. CHO-OTR cells, Fluo-8 calcium fluorescence; normalized: DMSO 0%, oxytocin 100%. activation, % at 3 µM. 0.32% of 320,000 active;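 active = activation above the mean of all tested compounds plus 3 SD, cutoff set per screening run, cut at about 20% in these data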;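 note: peak over basal fluorescence ratio from a 100 s FLIPR kinetic read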
* hit, by the source's call; · = not tested or not shown.

Values run as follows: OXTR potentiator	M1 ag parental	V1aR counter	TAAR1 antagonist	CHO-K1 Ca antag	CHO-K1 Ca PAM	CHO parental Ca	OXTR ag	GPR7 antag
- COc1ccccc1C(=O)Nc1ccc(Br)c2cccnc12
 : -13	0.7	-0.1	-5	-9	15	-29	-0.9	-8
- O=C(Oc1c(-c2ccccc2)c(=O)n2c3c(cccc13)CC2)c1ccc(Cl)cc1
 : -7	0.2	-0.1	-37	2	-14	-8	0.5	-14
- COc1cccc(/C=C2\SC(=S)N(C(C(=O)O)c3ccccc3)C2=O)c1OC (stereo unspecified)
 : 2	-0.2	0.9	-16	-8	5	3	-0.4	2
- Cn1c(=O)c2ccccc2n(CC(=O)NC2CCCCC2)c1=O
 : -8	0.1	-0.8	-2	-19	11	-6	0.4	9
- NNS(=O)(=O)c1ccc(Cc2ncc(C(F)(F)F)cc2Cl)s1
 : -7	0.3	-0.3	1	-3	8	-5	0.6	-13
- C=CCn1c2ccccc2c2n[nH]c(=S)nc21
 : ·	0.4	·	-27	-5	4	·	·	-16
- CCn1c(SCC(=O)Nc2cccc(C)n2)nnc1-c1ccco1
 : -17	0.2	0.7	5	8	-6	-10	-0.7	-2
- S=c1[nH]ncn1/N=C/c1cccc(Oc2ccccc2)c1
 : -10	-0.2	0.6	2	0	11	-21	1.5	-11
- Cc1ccc(CN2CCN(/N=C/c3ccc(C(F)(F)F)cc3)CC2)c(C)c1
 : -5	-0.1	-0.1	5	1	4	-10	0.5	-3
- CCOC(=O)C1=C(c2ccccc2)N=C2SCC(=O)N2C1c1cccc(OC)c1 (stereo unspecified)
 : -7	0.2	-1.6	8	-4	3	-12	-2.7	-1
- COc1ccc(-c2csc(N(CCCN(C)C)C(=O)c3ccc(Br)cc3)n2)cc1
 : -16	3.2	4.7	6	-8	14	-15	7.2	-2
- Cc1cc(C)c2c(C)c(C(=O)NCc3ccncc3)oc2c1
 : -2	0.5	0.0	-2	-2	19	-19	-1.7	-4
- CC(=O)Nc1ccc(S(=O)(=O)Nc2nc3n(n2)C(c2ccccc2)CC(=O)N3)cc1 (stereo unspecified)
 : -9	0.4	-0.4	0	-15	12	1	0.0	-8
- Cc1ccc2nc(SCc3nnc(-c4ccccc4[N+](=O)[O-])o3)c(C#N)cc2c1
 : ·	4.2	·	2	1	16	·	·	4
- COc1ccccc1/C=C/C=N/n1c(-c2ccc(Cl)cc2)n[nH]c1=S
 : -12	-1.3	-0.2	-32	53*	-16	-30	-2.9	-1
- O=C1NN(c2cccc(Br)c2)C(=O)/C1=C/c1ccc(-c2cc([N+](=O)[O-])ccc2O)o1
 : -1	0.1	-1.1	·	0	2	-3	0.9	-18
- Cc1cc2cc(CCNC(=O)c3cccc([N+](=O)[O-])c3)c(=O)[nH]c2cc1C
 : -4	5.0	2.3	27	0	12	-19	-2.3	2
- CC(C)Oc1ccc(/C(O)=C2/C(=O)C(=O)N(CCN3CCOCC3)C2c2ccccc2)cc1 (stereo unspecified)
 : 1	-0.1	3.5	-1	-11	13	-16	-0.1	4
- C=CCC[C@H](Cc1ccc(F)cc1)C(=O)OC[C@H](Cc1c[nH]c2ccccc12)NC(=O)[C@@H](CC=C)CC(=O)NCCO
 : -10	9.9	7.4	74*	5	3	5	5.7	·
- COCC(C)N1CCC(n2nccc2NC(=O)c2ccccc2Cl)CC1 (stereo unspecified)
 : -6	0.8	-0.6	-19	-7	14	-9	0.5	2
- CCn1c(N2CCN(C(=S)Nc3ccc(OC)cc3)CC2)nc2ccccc21
 : -7	0.6	-1.1	9	1	-4	-12	0.3	-6
- COc1ccc(C)cc1/C=C/C(=O)N1CCN(S(=O)(=O)c2cccs2)CC1
 : ·	1.5	·	-9	-2	10	·	·	·
- CC(=O)Nc1cccc(-n2nnc(SCC(=O)Nc3ccccc3)n2)c1
 : -7	3.7	1.1	-20	-5	22	-6	0.2	-4
- COc1ccc(C(N)c2csc(NC(=O)Nc3cccc(C(F)(F)F)c3)n2)cc1 (stereo unspecified)
 : ·	1.3	·	41	9	-6	·	·	·
- Cc1ccc(-c2ccc([C@H]3[C@H]4C=CC[C@@H](C)[C@@H]4C(=O)N3Cc3ccccc3)c(F)c2)cc1
 : -4	0.8	-0.8	-3	-25	24	-33	-0.2	·
- O=C(N=C1SC2CS(=O)(=O)CC2N1c1ccc(Cl)cc1Cl)C1CCCO1 (stereo unspecified)
 : -5	-0.3	-1.3	-26	5	-22	-23	0.8	5
- O=c1c2sccc2n(Cc2cccc(F)c2)c(=O)n1-c1ccc(F)cc1
 : 1	-0.2	-0.5	-1	2	2	-16	-2.1	-7
- Fc1ccc2[nH]c3c(N4CCN(C5CCCCC5)CC4)ncnc3c2c1
 : -11	·	1.4	·	·	·	-22	-0.1	8
- CC(=O)NC(Cc1ccccc1)C(=O)OCC(=O)c1ccccc1 (stereo unspecified)
 : -3	0.3	-0.6	-10	-9	23	-5	-0.3	1
- O=C(CNC(=O)c1sc2ccccc2c1Cl)NC1CC1
 : -8	0.6	0.0	-20	-4	8	-6	0.5	0
- CCOc1ccc(CC(=O)NCc2ccc3c(c2)cc(C)n3C)cc1
 : -2	2.1	-0.4	-7	-3	19	-17	-1.7	-1
- COc1ccccc1NC(=O)COC(=O)C1C2CC3OC(=O)C1C3C2 (stereo unspecified)
 : -8	-0.5	0.6	0	3	7	-2	-0.7	2
- Cn1c(=O)n(CC(=O)Nc2cccnc2)c2ccccc21
 : -3	-0.5	0.0	10	-36	20	1	0.5	-8
- COc1ccc(/C=N/NC(=O)c2ccc(N(C)S(=O)(=O)c3ccccc3)cc2)cc1
 : -6	3.5	0.4	27	4	15	-11	0.9	-1
- CCN1CCN(C(=O)Nc2ccc(Cc3ccc(NC(=O)N4CCN(CC)CC4)cc3)cc2)CC1
 : -3	1.3	0.9	-15	-5	15	-6	-0.4	-5
- COc1ccc(C(=O)N/C(=C\c2cn(C)c3ccccc23)C(=O)N2CCOCC2)cc1
 : -3	0.5	3.5	-3	-6	18	-18	1.7	-8
- COCCN1C(=O)CC(NNC(=O)c2ccc(S(=O)(=O)N3CCCC3)cc2)C1=O (stereo unspecified)
 : 2	-0.1	0.5	17	-11	7	-14	1.3	-5
- Cc1ccccc1-c1ccc(/C=C2/SC(N3CCOCC3)=NC2=O)o1
 : -15	1.6	2.4	0	-11	10	-20	-2.7	-13
- O=C(Nc1nc2ccc([N+](=O)[O-])cc2s1)c1ccco1
 : -1	·	2.8	-3	·	·	28	3.6	-4
- CC(C)CCC(O)(CCC(C)C)C(=O)NNc1ccccc1
 : -9	1.6	-1.2	-20	-15	22	-25	-2.2	4
- C=C1CCN([C@@H](Cc2ccccc2)C(=O)Nc2ccc(OC)cc2)S(=O)(=O)c2ccccc21
 : -9	-0.2	0.7	33	-18	17	-10	-1.9	·
- Cc1nn(-c2ccccc2)c(C)c1NC(=O)COC(=O)[C@@H](NC(=O)c1ccccc1)C(C)C
 : -1	0.0	1.8	0	-6	10	-20	-1.0	·
- Cc1ccc(O)c(NC(=O)c2cc(-c3ccccc3Cl)on2)c1
 : -13	-0.1	0.5	-12	-2	-6	-3	2.2	6
- Cc1ccc(C(=O)NC(=S)NCC2CCCO2)cc1 (stereo unspecified)
 : -6	-0.6	-1.2	5	-9	-4	-2	-2.0	-5
- CCOC(=O)c1c(C)n(CC(O)CN(C)C)c2cc(Br)c(OC)cc12 (stereo unspecified)
 : 2	0.5	1.1	6	7	11	-9	2.6	-8
- CCCCNc1cc(=O)n(C)c(=O)n1C
 : -5	0.7	-0.3	-1	-15	21	-5	-0.1	-17
- COC(=O)c1ccc(/C=C2/SC(=S)N(CCC(=O)N3CCOCC3)C2=O)cc1
 : -5	0.8	0.2	7	-9	-10	12	0.9	-14
- Cc1ccc(C2CC(c3cccs3)=NN2C(=O)CSc2nc(=O)n3ccc(C)cc3n2)cc1 (stereo unspecified)
 : -15	-0.2	0.4	-10	3	6	-1	0.4	·
- CC(=O)NC1=C(C#N)C(c2ccccc2)c2c(ccc3ccccc23)O1 (stereo unspecified)
 : -14	0.3	-0.8	7	-9	19	-31	-1.9	-4
- Cc1ccn2c(=O)c(NC(=O)COc3ccccc3)c(C)nc2c1
 : -11	0.4	-0.3	-15	20	-3	5	0.6	·
- O=C(CNC(=O)Cc1cccc2ccccc12)NCc1ccc(F)cc1
 : -4	0.1	0.3	6	-20	24	-12	0.8	-7
- NCC(=O)N1CCC(C(=O)N[C@@H](Cc2c[nH]c3ccccc23)C(=O)O)CC1
 : ·	0.1	·	-3	-8	8	·	·	1
- O=C(COC(=O)/C=C/c1cccc(Cl)c1)NC1CCCC1
 : -2	0.2	2.0	5	-20	19	-3	0.8	·
- CCCn1c2ccc(C)cc2c2nnc(SCCN3CCOCC3)nc21
 : -5	3.4	3.0	-4	-4	5	-8	-1.8	6
- CCCc1c(C)c2cc(C)ccc2[nH]c1=O
 : -19	-0.6	-1.4	-7	-11	19	-17	-1.9	-7
- Cc1ccc(S(=O)(=O)N2CCC(C(=O)NCCCN3CCCC3=O)CC2)cc1C
 : -10	0.8	-0.2	-15	-4	12	-5	-1.0	-12
- O=C(COC(=O)C1CCN(S(=O)(=O)c2ccccc2C(F)(F)F)CC1)NCc1ccc(F)cc1
 : -7	1.3	5.7	14	-10	1	-11	3.1	-2
- COc1ccc(CCN(C)C2CCCN(C(=O)Cn3cnnn3)C2)cc1OC (stereo unspecified)
 : -8	8.4	2.5	-21	0	14	-3	-0.2	-5
- CC1CCN(c2ccc([N+](=O)[O-])c(SCCO)c2)CC1
 : -2	-0.4	-1.3	-34	3	-11	-7	-2.9	-1
- O=C(Nc1ccc(F)cc1)C1CCCO1 (stereo unspecified)
 : -4	-0.5	-0.3	6	5	-3	2	0.6	-1
- Cc1ccc(S(=O)(=O)NC(=O)COc2ccccc2C(N)=O)cc1
 : -7	4.1	1.0	-3	-28	22	-13	1.3	7
- CCOC(=O)CSc1ncccn1
 : -8	0.1	0.1	1	1	-4	0	0.0	-18
- CC(C)CC1NC(=O)c2ccccc2-n2c1nc1cc(F)ccc1c2=O (stereo unspecified)
 : 4	·	-0.5	19	·	·	-8	-1.5	·

Some of the entries so far, with each value named.
Cc1ccc(-c2ccc([C@H]3[C@H]4C=CC[C@@H](C)[C@@H]4C(=O)N3Cc3ccccc3)c(F)c2)cc1
  OXTR potentiator: -4; M1 ag parental: 0.8; V1aR counter: -0.8; TAAR1 antagonist: -3; CHO-K1 Ca antag: -25; CHO-K1 Ca PAM: 24; CHO parental Ca: -33; OXTR ag: -0.2; GPR7 antag: ·
CC(C)Oc1ccc(/C(O)=C2/C(=O)C(=O)N(CCN3CCOCC3)C2c2ccccc2)cc1 (stereo unspecified)
  OXTR potentiator: 1; M1 ag parental: -0.1; V1aR counter: 3.5; TAAR1 antagonist: -1; CHO-K1 Ca antag: -11; CHO-K1 Ca PAM: 13; CHO parental Ca: -16; OXTR ag: -0.1; GPR7 antag: 4
